# High-throughput results from PubChem.
# Lipid storage S3 = qHTS Assay for Lipid Storage Modulators in Drosophila S3 Cells | Drosophila S3 cells, BODIPY lipid droplet fluorescence, 18-24 h; cells fed with added oleic acid | 0.64% of 320,000 active | Potency in µM for hits, for the others lipid storage change, negative = inhibition, % at the top dose, mostly 46.1 µM; active means well fitted inhibition curve with a large enough effect in the signal ratio, with a control signal flat, not every such curve was filed as active; inconclusive means small, poorly fitted or top-dose-only effect, or effect the other way, or a change in a side signal; the % refers to the signal ratio
#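 Drosophila S3 cells loaded with oleic acid (400 uM, as added) and compounds at several concentrations; lipid droplets imaged by 488-nm laser-scanning cytometry, 500–530 nm intensity and object ratio to cell channel. Percent activity normalized to 20 uM Triacsin C.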
# Lipid storage S3 cell count max = further read-out of Lipid storage S3, marked with its call; cell number change, %; measured here: cell count max response;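 cells counted by Cell Tracker Red CMTPX staining in the red channel; peak over a dose series mostly up to 46.1 µM; percent activity relative to internal control wells on each plate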
# An asterisk follows results filed as active; i = inactive; ? = inconclusive; nt = not tested or not shown. On the % scale 0 is the no-effect control and ±100 the full control effect; potency means the concentration at half of the fitted maximal effect. Not all compounds are listed (hit frequency here may not be typical).
SMILES,Lipid storage S3,Lipid storage S3 cell count max
CCOCCCNCc1ccc(OCc2ccc(F)cc2)c(OC)c1,-3.2%,2.7
COc1ccc(C(=O)ON=C2CCN(C)CC2)cc1,6.9%,1.6
CCN(CC)S(=O)(=O)c1ccc(N2CCOCC2)c(NS(=O)(=O)c2cccs2)c1,?,nt
Cc1ccc(S(=O)(=O)NC(=O)NCCc2ccccc2)cc1,8.5%,13.0
COC(=O)c1c(-c2c(Cl)cccc2Cl)noc1C(=O)NNC(=O)N(C)C,3.4%,16.8
COc1ccc(-c2nc(C#N)c(NCC3CCCO3)o2)cc1OC (centres undefined),16.7%,-4.4
CC(=O)Cn1ncc(N2CCOCC2)c(Cl)c1=O,?,nt
Cc1[nH]n(-c2ccccc2)c(=O)c1C=Nc1ccc(S(N)(=O)=O)cc1,0.6%,-16.2
COc1ccc(-c2csc(NC(=O)c3ccccc3C(=O)O)n2)cc1,1.1%,7.3
COc1cc2ccccc2cc1C(=O)N(CCN(C)C)c1nc2c(OC)ccc(OC)c2s1,?,nt
Cc1ccc(F)cc1NC(=O)c1cnccn1,?,nt
CCc1nc2c(sc3nc(N4CCOCC4)c4c(c32)CC(C)(C)OC4)c(=O)o1,?,nt
COc1ccccc1CNC(=O)CCn1c(=O)oc2ccccc21,?,nt
O=S(=O)(Nc1ccccc1Cl)c1cc(NC(=S)NCCN2CCOCC2)ccc1Cl,i,6.5
c1csc(-c2nc3c4ccccc4c4ccccc4c3[nH]2)c1,?,nt
CCCn1c(SCC(=O)NC2CCCC2)nnc1-c1ccccn1,21.2%,-2.3
CCOC(=O)C1CCN(c2c(NC3CCCCCCC3)c(=O)c2=O)CC1,19.1%,8.7
COc1ccc(Cl)cc1NC(=O)NCC1CCN(Cc2ccccc2F)CC1,9.0%,6.1
O=c1cc(C(F)(F)F)nc(-n2[nH]c3c(c2=O)CCCC3)[nH]1,?,nt
Cc1ccc(NC(=O)Cn2cccc2)c(Br)c1,?,nt
NC(=O)C1CCCN(CC(=O)Nc2cc(S(=O)(=O)N3CCOCC3)ccc2N2CCCC2)C1 (centres undefined),i,-14.4
O=C(O)c1nn(CCOc2ccc(Cl)cc2Cl)c(=O)c2ccccc12,i,17.1
CC(=O)c1cccc(NC(=O)c2cc(=O)[nH]c3ccccc23)c1,0.6%,13.8
O=C(CSc1nnc(-c2ccccc2Br)o1)N1CCc2ccccc2C1,10.4%,-8.5
O=C(O)CCCn1cc(NC(=O)c2ccco2)cn1,-2.6%,-9.6
COc1ccnc(Oc2ccc(F)cc2)c1C(=O)N/C=N/OCc1ccc(F)cc1,i,nt
C[C@H](N)c1nnc(SCc2c(Cl)cccc2Cl)o1,i,27.6
C[C@H](NC(=O)c1ccccc1)C(=O)N1CCN(c2ccccc2)CC1,?,nt
COc1cccc(CN2CCC(n3nccc3NC(=O)CCCc3ccccc3)CC2)c1,?,nt
COC(=O)C1C(=O)C2=C(CC1C)NC(C)=C(C(=O)OCc1ccc(OC)cc1)C2c1ccc(C)o1 (centres undefined),-2.3%,-15.4
COc1cc(/C=N/NC(=O)CSc2cc(C)c(Br)cc2C)ccc1O,?,nt
COc1ccc(NC(=O)C2C3C=CC4(O3)C2C(=O)N(CCN2CCCCC2C)C4C(=O)NC2CCCCC2)cc1 (centres undefined),?,nt
COCC(=O)Oc1c(Sc2ccccc2[N+](=O)[O-])c(C)nn1C(C)(C)C,i,nt
COc1cc(/C=C2\C(=O)N(CCC#N)N=C2C)c(Br)cc1OC(C)C,-2.4%,-15.3
CN(C)CCN(C(=O)c1ccc(S(=O)(=O)N(C)c2ccccc2)cc1)c1nc2ccc(Cl)cc2s1,?,nt
Cc1ccc2sc(N(CCCN(C)C)C(=O)c3ccc(S(=O)(=O)N(C)C4CCCCC4)cc3)nc2c1C,?,nt
CCNC(=S)N1CCN(CCNC2=CC(=O)CC(C)(C)C2)CC1,?,nt
Nc1ncn([C@H]2C[C@H](O)[C@@H](CO)O2)c(=O)n1,?,nt
CNc1nc(-c2ccc([N+](=O)[O-])cc2)cs1,-9.7%,-22.8
Cc1ccc(CN(C)CCc2ccccn2)cc1,?,nt
C/C=C\C(=O)Nc1cccc(C2=NOC3(C2)C[C@@H](C(N)=O)N(C(=O)CCCCC)C3)c1 (some centres undefined),-0.2%,17.6
Cc1cccc(OCCCCCN2CCOCC2)c1C,?,nt
COc1ccc2c(c1)C(c1ccccc1)=NNC(c1ccco1)=N2,0.1%,17.2
Cc1ccc(Nc2nc(N)nc(CN3CCN(Cc4ccc5c(c4)OCO5)CC3)n2)c(C)c1,?,nt
Cc1ccc(Nc2ccc(S(=O)(=O)N3CCOCC3)cc2[N+](=O)[O-])cc1C,?,nt
O=C(COC(=O)CCC(=O)c1cccs1)NCc1ccccc1,?,nt
CCOc1ccc(S(=O)(=O)N2CCN(c3ccccc3F)CC2)c2cccnc12,?,nt
COc1ccc(C2C(C(=O)Nc3ccc(OC)c(OC)c3)c3ccccc3C(=O)N2C)cc1 (centres undefined),?,nt
CC(=O)Nc1c(Nc2ccccc2)c2ccccc2oc1=O,?,nt
COc1ccc(Oc2ccc(C(F)(F)F)cc2NC(=O)CC(CC(=O)O)c2ccccc2)cc1 (centres undefined),-4.3%,-24.1
N#Cc1c2c(c(NCc3cccnc3)n3c1nc1ccccc13)CCC2,?,nt
COc1ccccc1NC(=O)Nc1nn(C)c2cccc(N(C)C)c12,?,nt
O=C1CCCC/C1=C/Nc1cccc(C(F)(F)F)c1,?,nt
COc1ccc(C2NC(=O)NC(C)=C2C(=O)OCc2ccccc2)cc1 (centres undefined),?,nt
CCCN(CC(=O)Nc1ccc(F)c(F)c1F)C(=O)C1=COCCO1,?,nt
Cc1cc(NC(=O)C2CC(=O)OC2c2ccccc2)no1 (centres undefined),i,nt
COc1ccc(OC)c(/C=N/NC(=O)CCN2CCN(C(c3ccccc3)c3ccccc3)CC2)c1,-2.3%,-8.7
Cc1nn(Cc2ccccc2)c2ncccc12,i,13.6
COc1ccc(-c2nc(C#N)c(N3CCN(c4ccccc4)CC3)o2)cc1,?,nt
NNC(=O)CCS(=O)(=O)c1ccc2ccccc2c1,-0.2%,-3.6
# The listing continues:
SMILES,Lipid storage S3,Lipid storage S3 cell count max
Nc1nnc(CC(=O)N/N=C/c2ccccc2OCc2ccc(F)cc2)s1,5.8%,26.9
O=C(Cc1c(C(=O)O)[nH]c2ccccc12)NCCN1CCN(c2ccccc2F)CC1,4.4%,11.3
COc1ccc(C(=O)NC(=S)Nc2cccc3cc(O)ccc23)cc1OC,i,nt
O=C(CSc1nnc(-c2cccnc2)s1)Nc1ccc(C(=O)O)cc1,4.4%,2.5
O=C(NCC(=O)N1CCOCC1)OCc1ccccc1,-5.8%,9.8
CC(NC(=O)/C=C/c1ccco1)c1nc2ccccc2n1Cc1cccc(Cl)c1 (centres undefined),?,nt
CSCCC(NC(=O)c1ccco1)C(=O)NCC(c1ccccc1)N(C)C (centres undefined),?,nt
CCOc1ccc(CCNC(=O)c2nnc(CS(=O)(=O)c3ccccc3)o2)cc1OCC,i,11.2
COc1ccc(-c2c(C)n([O-])c3c([n+]2=O)CCC3)cc1OC,-10.8%,5.4
CCOCCCNC(=O)c1[nH]c(C)c(C(C)=O)c1C,-1.9%,-13.5
Cc1c(C(=O)N2CCCC2)oc2c1-c1nn(CC(=O)NCCCN3CCCCC3)cc1CC2,i,21.2
COc1cc(OC)c2c(N)c(C#N)c(C(F)(F)C(F)(F)F)nc2c1,?,nt
c1ccc(CCNc2nc3ccccc3s2)cc1,?,nt
CCc1ccc(OCCCOc2ccc(C=O)cc2)cc1,?,nt
CCOc1ccc(NC(=O)CCSc2nc3c(c(CC)c2C#N)C(=O)CC(C)(C)C3)cc1,?,nt
COc1cccc([C@@H]2Oc3ccc(OC)cc3C(=O)[C@H]2OC(=O)Nc2cc(OC)c(OC)c(OC)c2)c1,-6.0%,2.0
CSCCC(=O)N1CCCC(CO)(CCCc2ccccc2)C1 (centres undefined),16.2%,13.0
O=C(Nc1ccc(F)cc1F)N1CCCCC1c1cccnc1 (centres undefined),27.0%,-4.2
COc1ccc(Oc2c(C)oc3c(CN4CCOCC4)c(O)ccc3c2=O)cc1,-18.5%,-17.4
COc1ccc(CC(=O)OCCc2cc3cc(OC)c(OC)cc3c(=O)o2)cc1,?,nt
O=C(NCc1ccccc1Cl)C(=O)c1cn(CC(=O)N2CCOCC2)c2ccccc12,?,nt
N#Cc1ccc(CSCC(=O)NN=C2CCCC2)cc1,1.9%,14.0
COc1ccc2c(c1)C(=NN)c1cc(OC)ccc1-2,17.4%,-8.6
CCCCCn1c(=O)[nH]c2cc(C(=O)Nc3ccc(OC)cc3)ccc2c1=O,-19.2%,20.1
Cc1cc(Cl)ccc1OCC(=O)NCCCCc1ccccc1,-0.5%,-16.7
COc1ccc(C)cc1-n1c(SCC(=O)Nc2cccc(C(=O)O)c2)nc2ccccc2c1=O,?,nt
CSc1ccccc1Sc1cc(C(=O)O)c2ccccc2n1,?,nt
O=C(Cc1c(Cl)cccc1Cl)OCC(=O)N1CCN(C(=O)c2ccco2)CC1,?,nt
CCOC(=O)c1c(C)nc(C)c(C(=O)OCC)c1-c1ccco1,?,nt
O=C(C1CC1)N1c2ccccc2Sc2ccccc21,?,nt
COC(=O)c1cc(Cl)c(NC(=O)C(C)C)cc1OC,?,nt
Cc1nc2c(-c3ccc(F)cc3)c(C)nn2c(C)c1CCC(=O)Nc1ccccc1F,-3.4%,-2.0
COc1ccccc1CNC(=O)CSc1ccc(-c2cccs2)nn1,-7.9%,11.6
O=C1C(=O)N(O)C2CCCCC2N1O (centres undefined),?,nt
Cc1nc2ccc(Cl)cc2c(-c2ccccc2)c1C(=O)N(C)C,i,17.5
Cc1ccc(C(C)C)c(OCc2ccc(-c3nnco3)cc2)c1,?,nt
COc1ccccc1NC(=S)N1CC(C)OC(C)C1 (centres undefined),-2.2%,-0.4
COc1cccc(CNC(=O)COC(=O)c2cccc(S(=O)(=O)N3CCCC3)c2)c1,?,nt
O=C(CNCCO)Nc1ccc(F)c(Cl)c1,?,nt
O=C(O)c1cc(-c2ccc(/C=C3\NC(=O)N(c4ccccc4)C3=O)o2)ccc1Cl,6.9%,6.4
CCOC(=O)C(C)CC(C)C(=O)N1CCOCCN(C(=O)C(C)CC(C)C(=O)OCC)CCOCC1 (centres undefined),18.1%,-11.3
CCOC(=O)c1c(C)[nH]c(C(=O)N2CCCC(C(=O)c3ccccc3OC)C2)c1C (centres undefined),-1.0%,13.2
CCOC(=O)c1ccc(NC(=O)CSc2nnc(CCc3ccc(C)o3)n2-c2ccccc2)cc1,-0.7%,-9.7
Cc1ccccc1Nc1nnc(SCC(=O)NC2CCCc3ccccc32)s1 (centres undefined),-17.3%,-6.9
CCOc1ccc(N(C(=O)c2cc3ccccc3oc2=O)C2C=CS(=O)(=O)C2)cc1 (centres undefined),?,nt
COc1cc(NC(=O)c2cc3nc(C)cc(C)n3n2)c(OC)cc1Cl,?,nt
Oc1ccc(Cl)cc1C=Nc1ccc2c3c(cccc13)CC2,?,nt
O=C1C2C3C=CC(C4CC34)C2C(=O)N1Cc1ccco1 (centres undefined),-11.6%,-17.2

# Among those listed so far, 12 have an aryl thioether with sulfur outside any ring.
SMILES,Lipid storage S3,Lipid storage S3 cell count max
CCCn1c(SCC(=O)NC2CCCC2)nnc1-c1ccccn1,21.2%,-2.3
O=C(CSc1nnc(-c2ccccc2Br)o1)N1CCc2ccccc2C1,10.4%,-8.5
C[C@H](N)c1nnc(SCc2c(Cl)cccc2Cl)o1,i,27.6
COc1cc(/C=N/NC(=O)CSc2cc(C)c(Br)cc2C)ccc1O,?,nt
COCC(=O)Oc1c(Sc2ccccc2[N+](=O)[O-])c(C)nn1C(C)(C)C,i,nt
O=C(CSc1nnc(-c2cccnc2)s1)Nc1ccc(C(=O)O)cc1,4.4%,2.5
CCOc1ccc(NC(=O)CCSc2nc3c(c(CC)c2C#N)C(=O)CC(C)(C)C3)cc1,?,nt
COc1ccc(C)cc1-n1c(SCC(=O)Nc2cccc(C(=O)O)c2)nc2ccccc2c1=O,?,nt
CSc1ccccc1Sc1cc(C(=O)O)c2ccccc2n1,?,nt
COc1ccccc1CNC(=O)CSc1ccc(-c2cccs2)nn1,-7.9%,11.6
CCOC(=O)c1ccc(NC(=O)CSc2nnc(CCc3ccc(C)o3)n2-c2ccccc2)cc1,-0.7%,-9.7
Cc1ccccc1Nc1nnc(SCC(=O)NC2CCCc3ccccc32)s1 (centres undefined),-17.3%,-6.9

# More structures follow:
SMILES,Lipid storage S3,Lipid storage S3 cell count max
COc1cc(Cl)c(C)cc1NC(=O)COc1cc(C)nc(C(C)C)n1,12.5%,-20.4
CCC(C)(C(=O)NC1CCCCC1)N(C(=O)C1CCC(=O)N1)c1ccccc1 (centres undefined),?,nt
Cc1cccc(NC(=O)CCc2c(C)nn(-c3ccc(N4CCOCC4)nn3)c2C)c1,i,7.0
Cc1ccc(F)c([C@H]2C3C=CCC(c4ccccc4)C3C(=O)N2Cc2ccccc2)c1 (some centres undefined),?,nt
COc1ccccc1C(=O)/C=C/c1ccc(N2CCCCC2)c([N+](=O)[O-])c1,?,nt
O=C(NCCc1ccccc1)c1cnn2c(C(F)F)cc(C3CC3)nc12,?,nt
Cc1nc2ccccn2c1C(=O)OCC#N,1.7%,2.2
Cc1nc(SCC(=O)NC2CC2)c2c(C)c(C)sc2n1,?,nt
CC(=O)Nc1ccc(N=Nc2ccc(O)cc2)cc1,4.6%,1.5
Cc1ccc(/C=C/c2ccc(N(C)C)cc2)[n+](C)c1,?,nt
Cc1ccccc1-n1c([C@@H]2C[C@H]2c2ccccc2)n[nH]c1=S,-0.1%,nt
COC(=O)c1sc2nc(SCc3cccc(Cl)c3)n(N)c(=O)c2c1C,?,nt
Cc1c(NC(=O)c2c([N+](=O)[O-])cnn2C)c(=O)n(-c2ccccc2)n1C,?,nt
